MCF10A rereplic: inducers of DNA re-replication in MCF 10A breast cells | hit rate 2.9% among 350,000 | MCF 10A DNA re-replication, Hoechst nuclear intensity, 48 h | AID 624296 | Potency, µM (doses to about 46.1 µM), for the others: at the highest dose activity, positive = re-replication, actives largely listed as activators; note: % of control where 0% means no effect; nearly all actives have a fitted effect of over 50% in size
Nrf2 inh: Nrf2 pathway inhibition; A549 ARE-Fluc reporter, luciferase luminescence, 18-24 h; Potency, µM (doses to about 46 µM), for inactives: top-dose activity change, negative = inhibition, most hits filed as inhibitors; hit rate 2.1% among 360,000; AID 504444; note: % is set by controls: 0 for no effect and ±100 for the full control effect; nearly all actives have a fitted effect of over 60% in size
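In this cell-based qHTS, ARE-driven firefly luciferase in A549 cells reports Nrf2 activity; the luminescent signal after BugLite lysis is the measured value, with a prior CellTiter-Fluor read for cell health.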
ATXN viability: reduces viability in counter-screen for ATXN expression inhibitors | S2 cells (HEK-293 line with an ATXN2-luciferase reporter) viability, CellTiter-Fluor protease fluorescence, 24 h | Potency, µM (series often up to 56.7 µM), most hits filed as cytotoxic | hit rate 0.49% among 400,000 | AID 651635; note: nearly all actives have a fitted effect of over 40% in size
EPAC2 antag: EPAC2 (human) antagonism. Potency, µM (titrated, usually from 114 µM), inactives show at the top dose activity, negative = inhibition, usual class: inhibitors. EPAC2 GEF exchange of Rap1B-BODIPY-GDP, fluorescence. hit rate 0.18% among 360,000; note: % is set by controls: 0 for no effect and ±100 for the full control effect; nearly all actives have a fitted effect of over 45% in size; many of its hits are not listed in these tables
Target sequence (Q8WZA2 whole entry, looked up): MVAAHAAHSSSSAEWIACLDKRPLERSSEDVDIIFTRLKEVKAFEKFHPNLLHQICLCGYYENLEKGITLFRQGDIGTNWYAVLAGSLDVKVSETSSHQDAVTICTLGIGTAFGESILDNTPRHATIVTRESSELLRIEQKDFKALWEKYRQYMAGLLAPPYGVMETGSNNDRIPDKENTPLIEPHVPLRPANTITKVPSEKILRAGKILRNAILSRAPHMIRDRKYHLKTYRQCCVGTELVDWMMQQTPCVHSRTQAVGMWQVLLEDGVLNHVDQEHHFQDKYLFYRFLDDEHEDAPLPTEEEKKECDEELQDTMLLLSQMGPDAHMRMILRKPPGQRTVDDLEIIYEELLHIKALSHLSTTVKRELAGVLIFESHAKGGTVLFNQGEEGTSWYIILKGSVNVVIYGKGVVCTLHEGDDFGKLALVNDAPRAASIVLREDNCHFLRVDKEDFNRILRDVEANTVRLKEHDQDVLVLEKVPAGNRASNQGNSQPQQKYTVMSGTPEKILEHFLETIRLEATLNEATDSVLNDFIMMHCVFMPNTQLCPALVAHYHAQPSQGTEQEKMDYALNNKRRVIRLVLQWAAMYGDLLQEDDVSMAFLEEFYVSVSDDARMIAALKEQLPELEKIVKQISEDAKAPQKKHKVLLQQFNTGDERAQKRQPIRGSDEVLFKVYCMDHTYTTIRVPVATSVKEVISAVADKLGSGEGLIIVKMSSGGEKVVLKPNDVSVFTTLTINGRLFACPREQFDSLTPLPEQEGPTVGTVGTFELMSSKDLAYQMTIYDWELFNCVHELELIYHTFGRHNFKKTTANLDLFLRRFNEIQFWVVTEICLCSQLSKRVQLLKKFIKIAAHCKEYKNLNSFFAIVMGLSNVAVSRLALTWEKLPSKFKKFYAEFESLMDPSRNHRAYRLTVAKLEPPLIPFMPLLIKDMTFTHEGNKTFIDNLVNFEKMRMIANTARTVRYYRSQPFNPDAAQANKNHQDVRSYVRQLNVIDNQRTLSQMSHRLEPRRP
TGFb inhibitor: TGF-b pathway inhibition; Potency, µM (series often up to 46.1 µM), for the others: at the top dose activity, negative = inhibition, actives largely listed as inhibitors; HepG2 CAGA-GFP TGF-b/SMAD3 reporter, GFP fluorescence, 18 h; TGF-beta stimulated, 500 pg/mL final; hit rate 1.2% among 410,000; note: % is set by controls: 0 for no effect and ±100 for the full control effect; nearly all actives have a fitted effect of over 65% in size
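Using HEPG2 CAGA-GFP reporter cells at 1000 cells/well, we pinned test compounds, stimulated with recombinant TGF-beta (500 pg/mL final) and measured total well GFP after 18 h.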
Nrf2 activator: activates Nrf2 signaling; AREc32 ARE-luciferase reporter (MCF7-derived line), luminescence, 24 h; Potency, µM (titrated, usually from 46.1 µM), for the others: at the highest dose activation, hits mostly activators; hit rate 0.31% among 410,000; note: % of control where 0% means no effect; nearly all actives have a fitted effect of over 65% in size
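Reporter line AREc32 (ARE-Fluc), seeded overnight in OPTI-MEM with 5% FBS; compound pin-transferred, 24 hr at 37 deg C, 5% CO2; luminescent read-out.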
A549 viability: kills or reduces viability of A549 cells in Nrf2 counter-screen; A549 ARE-Fluc cells, CellTiter-Fluor viability, 18-24 h; Potency, µM (top dose mostly 46 µM), for the others: at the top dose activity change, negative = cytotoxicity, most hits filed as inhibitors; hit rate 0.16% among 390,000; AID 504648; note: % is set by controls: 0 for no effect and ±100 for the full control effect
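A549 ARE_Fluc cells in 5% FBS OPTI-MEM were exposed to compounds in concentration-response for 18-24 h at 37 deg C. Viability was read by CellTiter-Fluor fluorescence (Ex 405/Em 525) after 30 min, before the luciferase read.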
ATXN2 expr inh: reduces ATXN2 reporter expression in HEK-293 cells. HEK-293 ATXN2-luciferase reporter, luminescence, 24 h. hit rate 0.72% among 360,000. Potency, µM (series often up to 57 µM), without a hit: top-dose activity change, negative = inhibition, actives largely listed as inhibitors; note: % is set by controls: 0 for no effect and ±100 for the full control effect; nearly all actives have a fitted effect of over 55% in size
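qHTS (up to 57 uM final) was run with 24 h compound exposure of reporter cells at 37 °C. Each well was multiplexed: SteadyGlo luminescence measured ATXN2-luciferase expression after a fluorogenic Gly-Phe-AFC viability readout (25 uM final).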
HepG2 tox: HepG2 cytotoxicity, counter-screen for TGF-b inhibitors; Potency, µM (series often up to 46.1 µM), without a hit: at the top dose activity change, negative = cytotoxicity, most hits filed as cytotoxic; hit rate 0.76% among 410,000; HepG2 CAGA-GFP viability, ATP luminescence, 18 h; note: some results filed as inactive show a strong effect at the top dose
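HepG2 CAGA-GFP cells (1000/well, DMEM with 1% FBS) received compound, then TGF-beta at 500 pg/mL final, and were incubated 18 hours at 37 degrees C. Viability was read by CellTiter-Glo luminescence. Media-only wells were set as complete cell-killing and DMSO as no toxicity.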
* hit, by the source's call; i = inactive; ? = inconclusive; nt = not tested or not shown; [ ] = dose if it differs, or a comment. Calls come from the whole dose curve; as a rule, active = well fitted curve in the direction sought with a large enough effect; inconclusive = small, poorly fitted or top-dose-only effect, or another doubt; inactive = no such curve, though single readings can be large; an effect the other way counts as inactive or inconclusive. Potency is the fitted concentration of half-maximal effect.

SMILES | MCF10A rereplic | Nrf2 inh | ATXN viability | EPAC2 antag | TGFb inhibitor | Nrf2 activator | A549 viability | ATXN2 expr inh | HepG2 tox
COc1cccc(NC(=S)NNC(=O)C(C)n2nc(C)c([N+](=O)[O-])c2C)c1 (centres undefined) | 0% | nt | i | -2% | 0% | 0.2% | 7% | -6% | -36%
Cn1c(SCc2nc(-c3ccc(Cl)cc3)no2)nnc1-c1cccs1 | 6% | -27% | i | -1% | 10% | 1.1% | -1% | -23% | -6%
COc1ccc(C(=O)Nc2ccccc2C(=O)NCc2ccco2)cc1OC | ? | 4% | i | 13% | -7% | 7.7% | -9% | 0% | -6%
CCS(=O)(=O)N1CCCC(C(=O)NCCc2ccc(C)cc2)C1 (centres undefined) | -67%[inhibitor] | 5% | ? | 7% | 10% | 1.8% | -4% | -8% | -1%
COc1ccccc1C1NC(c2ccccc2OC)C(C)C(=O)C1C (centres undefined) | -2% | nt | i | -3% | -24% | -0.8% | -3% | -13% | -27%
CCOc1ccc(N(CC(=O)NC2CC3CCC2C3)S(=O)(=O)c2ccc(C)cc2)cc1 (centres undefined) | 9% | ? | i | -4% | ? | -0.2% | -29% | -38% | -29%
CC1(C)Cc2c(c(-c3ccco3)nc3n[nH]c(N)c23)CO1 | 13% | ? | i | -4% | -1% | 0.5% | -5% | 0% | -71%
CCOc1ccc(-n2nc3ccc(NC(=O)COc4ccc(OC)cc4)cc3n2)cc1 | nt | ? | i | nt | -1% | -2.1% | 2% | -10% | -10%
CC(C)(C)OC(=O)N1CCC(c2c(C(=O)NCc3cccc(Cl)c3)cnn2-c2ccc(F)cc2)CC1 | nt | -86% | i | nt | 1% | 5.5% | -14% | 1% | 3%
COC(=O)c1ccc(C)c(NC(=O)CCSc2ccc(Cl)cc2)c1 | ? | -29% | i | -3% | 1% | 0.0% | -10% | -13% | -10%
COc1ccc(CC(=O)Nc2nc(-c3cccnc3)cs2)cc1 | -36%[inhibitor] | ? | i | -3% | -1% | 0.6% | ? | -21% | 5%
Cc1ccc(CN2CCN(Cc3cn(C(C)C)c4ccccc34)CC2CCO)o1 (centres undefined) | 4% | 10% | i | 0% | 1% | 2.8% | -4% | -5% | -5%
COCCCN(C(=S)Nc1cccc(Cl)c1)C(C)c1ccncc1 (centres undefined) | -1% | -16% | i | 1% | -28% | -0.3% | 13% | 1% | -22%
COc1ccc(NC(=O)CCc2nc3ccccc3[nH]2)cc1 | -2% | ? | i | 2% | 1% | 3.1% | -14% | 13% | 1%
CN(C)Cc1c(C(=O)N/N=C/c2ccc(-c3ccccc3)cc2)nnn1-c1nonc1N | 14% | -6% | i | 10% | 15% | -0.5% | 0% | 1% | -2%
CC(=O)Nc1ccc(NC(=O)C(C)OC(=O)C2CCCCC2)cc1 (centres undefined) | -1% | 4% | i | 0% | 9% | -0.5% | 6% | 1% | 14%
COCCCN(C(=O)c1ccc(N2CCCC2=O)cc1)c1c(N)n(Cc2ccccc2)c(=O)[nH]c1=O | -4% | 19% | i | 1% | -13% | -0.1% | -5% | 4% | -1%
C#CCn1c(COc2ccccc2C)nc2ccccc21 | nt | ? | i | nt | 1% | 3.3% | 15% | 48%[activator] | -28%
COc1ccc(N(C(=O)/C=C\C(=O)Nc2ccc(C)cc2)C(C(=O)NCc2ccco2)c2ccc(C)cc2)cc1 (centres undefined) | nt | nt | nt | nt | -20% | 7.1% | -13% | nt | -34%
Cc1ccc(Cc2c(-c3ccco3)nc3c(C)cc(Br)cn23)cc1 | nt | nt | ? | 1% | ? | ? | nt | 10% | -103%

An excerpt from above in order of their number in TGFb inhibitor, smallest number first:
| Compound | Nrf2 inh | EPAC2 antag | TGFb inhibitor |
| --- | --- | --- | --- |
| COc1ccccc1C1NC(c2ccccc2OC)C(C)C(=O)C1C (centres undefined) | nt | -3% | -24% |
| CC1(C)Cc2c(c(-c3ccco3)nc3n[nH]c(N)c23)CO1 | ? | -4% | -1% |
| COc1cccc(NC(=S)NNC(=O)C(C)n2nc(C)c([N+](=O)[O-])c2C)c1 (centres undefined) | nt | -2% | 0% |
| CC(C)(C)OC(=O)N1CCC(c2c(C(=O)NCc3cccc(Cl)c3)cnn2-c2ccc(F)cc2)CC1 | -86% | nt | 1% |

Next compounds
SMILES | MCF10A rereplic | Nrf2 inh | ATXN viability | EPAC2 antag | TGFb inhibitor | Nrf2 activator | A549 viability | ATXN2 expr inh | HepG2 tox
c1ccc2c(c1)CC1(CCCC1)N=C2N1CCOCC1 | 5% | -12% | i | -1% | 4% | -0.2% | 5% | -6% | -12%
Cc1cccc(-n2c(SCC(=O)N3CC(=O)Nc4ccccc43)nc3ccccc3c2=O)c1 | 10% | ? | i | -7% | -6% | 2.6% | -7% | -33% | -8%
CC1CN(C(=O)Cn2c(C(F)(F)F)nc3ccccc32)CC(C)O1 (centres undefined) | 1% | 4% | i | 0% | 17% | -1.1% | -5% | 4% | 6%
COCC(C)N1C(=O)Cc2c1nc(N)c1c(N)nc(N3CCN(c4ccccc4F)CC3)c(C#N)c21 (centres undefined) | 12µM* | 12µM* | ? | -9% | 11% | -0.4% | -11% | ? | 7%
O=C(/C=C/c1cnc2ccccc2n1)NC12CC3CC(CC(C3)C1)C2 | 13% | ? | i | -17% | 12% | 1.5% | 3% | 47%[activator] | -2%
CN(Cc1nccs1)C(=O)c1ccc(OC2CCN(Cc3ccccn3)CC2)cc1 | -8% | 4% | i | -3% | 0% | 1.7% | 6% | 2% | 0%
CCc1nccn1CCC(=O)NC1CC(C)(C)Cc2c1cnn2-c1cccc(F)c1 (centres undefined) | ? | -5% | ? | 3% | 1% | -0.1% | 0% | -1% | -3%
COc1ccc(NC(=S)N2CCN(c3ccc([N+](=O)[O-])cc3)CC2)cc1OC | ? | ? | i | -6% | 4% | -0.5% | ? | -38% | -3%
C[C@H](CO)N1C[C@H](C)[C@@H](CN(C)C(=O)Nc2ccc(C(F)(F)F)cc2)Oc2c(NS(=O)(=O)c3cn(C)cn3)cccc2C1=O | -5% | 2% | i | -15% | -9% | 4.0% | -6% | -7% | -2%
Cc1ccsc1C(=O)N1CCC1(C)C(=O)NCc1cccc2ccccc12 (centres undefined) | nt | nt | i | -1% | 41%[activator] | 0.1%[9.22 µM] | nt | -10% | 1%

Record cards, as listed above.
`Cc1cccc(-n2c(SCC(=O)N3CC(=O)Nc4ccccc43)nc3ccccc3c2=O)c1` is listed as MCF10A rereplic: 10%; Nrf2 inh: ?; ATXN viability: i; EPAC2 antag: -7%; TGFb inhibitor: -6%; Nrf2 activator: 2.6%; A549 viability: -7%; ATXN2 expr inh: -33%; HepG2 tox: -8%
`c1ccc2c(c1)CC1(CCCC1)N=C2N1CCOCC1` is listed as MCF10A rereplic: 5%; Nrf2 inh: -12%; ATXN viability: i; EPAC2 antag: -1%; TGFb inhibitor: 4%; Nrf2 activator: -0.2%; A549 viability: 5%; ATXN2 expr inh: -6%; HepG2 tox: -12%

The listing continues:
SMILES | MCF10A rereplic | Nrf2 inh | ATXN viability | EPAC2 antag | TGFb inhibitor | Nrf2 activator | A549 viability | ATXN2 expr inh | HepG2 tox
COc1ccc(N2C(=O)CSC2c2cccc(F)c2)cc1 (centres undefined) | 8% | -3% | i | 3% | -1% | -0.8% | 0% | 4% | 1%
Cc1ccc(Cn2nc3n(c2=O)-c2cc(Cl)ccc2OC3)cc1 | nt | 11% | i | nt | 1% | -1.0% | 0% | 4% | 2%
COc1cc(-c2noc(-c3ccccc3C(=O)NCc3ccco3)n2)cc(OC)c1OC | ? | -17% | i | -6% | 40% | 2.8% | -21% | -6% | 0%
Cc1ccc(N2C(=O)c3ccc(C(=O)O)cc3C2=O)c(C)c1 | 6% | 10% | i | -3% | -15% | -1.4% | 0% | -4% | -1%
CCOC(=O)c1c(NC(=O)CSc2n[nH]c(CNc3ccccc3)n2)sc(C)c1C | 7% | -13% | ? | 12% | -28% | -0.8% | -6% | -8% | -51%
CCCCN(C)CCNC(=O)CCn1nc(-c2ccc(Cl)cc2)ccc1=O | 0% | 1% | i | 2% | 6% | -0.3% | 12% | nt | -23%
COC(C/C=C/C(=O)COCc1ccccc1)OC | ? | 1% | ? | 16% | ? | 5.1% | -4% | 1% | -56%
COc1ccc(C(CCNCc2ccc(N(C)C)cc2)c2ccccc2OC)cc1 (centres undefined) | ? | -21% | i | -8% | ? | 4.5% | -22% | ? | -48%
COc1ccc(N(CC(=O)NC2CC3CCC2C3)S(=O)(=O)c2ccc(C)c([N+](=O)[O-])c2)cc1 (centres undefined) | 17% | -2% | i | -13% | 18% | -1.0% | 1% | 1% | -4%
Cc1cccc(NC(=S)NCCc2ccccn2)c1 | 2% | 5% | ? | 4% | -6% | -0.1% | -2% | 2% | -7%
CCn1cc(C(=O)NCc2ccccc2)c(=O)c2cc(S(=O)(=O)N3CCCCC3)ccc21 | nt | -8% | i | nt | -3% | -1.1% | 0% | -3% | -14%
Cc1ccc2nc(-c3ccc(O)cc3)oc2c1 | -22% | 6.5µM* | i | -2% | 1% | -0.1% | 1% | -11% | -11%
Cn1cncc1C#Cc1ccc2cc(CCCO)oc(=O)c2c1 | 3% | 4% | i | 17% | 0% | 1.0% | -3% | 16% | -10%
CCCc1cc(=O)oc2cc3oc(C)c(C)c3cc12 | 16% | -9% | i | 2% | 11% | -0.6% | 10% | 3% | -37%
CC1CCCN(c2ccc(C(=O)Nc3nnc(C4CC4)s3)cc2[N+](=O)[O-])C1 (centres undefined) | 17% | 7% | i | 1% | 8% | -0.3% | -6% | 10% | -6%
O=C(Nc1cnccn1)Nc1ccccc1Cl | -2% | 28% | i | 8% | 9% | 2.7% | -2% | nt | -1%
CCCNC(=O)CN1CCN(c2ncc(NC(=O)c3ccc(Cl)cc3)cc2C(=O)O)CC1 | nt | nt | ? | nt | -5% | 0.5% | -7% | 5% | 2%
CCOC(=O)[C@H]1[C@H]2COc3ccc(OC)cc3[C@@H]2N2C(=O)[C@H](C)NC(=O)[C@@]12C | 8% | 11% | i | -1% | 1% | 0.8% | 0% | 5% | 2%
Cc1ccc(C(=O)Nc2ccc(S(=O)(=O)N3CCCC3)cc2)cc1 | -27% | -4% | i | 15% | -8% | 4.1% | 4% | -9% | -1%
O=C(O)Cc1sc(Nc2ccccc2)nc1-c1ccc(Cl)cc1 | ? | ? | i | 1% | -4% | 7.9% | -1% | 5%[11.3 µM] | 15%
CC(NC(=O)C(C(=O)c1cccc([N+](=O)[O-])c1)n1cc(Cl)ccc1=O)c1ccccc1 (centres undefined) | -1% | 6% | ? | 5% | -2% | 0.1% | 1% | -2% | -3%

A portion of the library, so the mix of outcomes need not match the whole.
